Screening results deposited in PubChem BioAssay by several laboratories.
VLA-4 inh = inhibition in human VLA-4 binding assay, primary screen, VLA-4 allosteric modulator project, MLPCN library, flow cytometry, VLA-4 expressing cells. Integrin alpha-4 (Homo sapiens), P13612. ligand binding flow cytometry. inhibition, % (about 7 µM as worked out from the volumes in the protocol). hit rate 0.2% among 330,000. AID 2557, 2010; in the data active means inhibition above about 50%
GLD-1 TGE inh = GLD-1/TGE RNA complex disruptors, primary screen, biochemical, fluorescence polarization | purified GLD-1 + fluorescein TGE RNA | inhibition, % at 5.96 µM | hit rate 0.44% among 320,000;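 active means percent inhibition above a per-plate cutoff, the plate mean of test compounds plus 3 SD, cut at about 30% in these data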;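 further: 0% = DMSO wells with GLD-1 and probe and 100% = wells lacking GLD-1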
Target sequence (Q17339 whole entry, looked up): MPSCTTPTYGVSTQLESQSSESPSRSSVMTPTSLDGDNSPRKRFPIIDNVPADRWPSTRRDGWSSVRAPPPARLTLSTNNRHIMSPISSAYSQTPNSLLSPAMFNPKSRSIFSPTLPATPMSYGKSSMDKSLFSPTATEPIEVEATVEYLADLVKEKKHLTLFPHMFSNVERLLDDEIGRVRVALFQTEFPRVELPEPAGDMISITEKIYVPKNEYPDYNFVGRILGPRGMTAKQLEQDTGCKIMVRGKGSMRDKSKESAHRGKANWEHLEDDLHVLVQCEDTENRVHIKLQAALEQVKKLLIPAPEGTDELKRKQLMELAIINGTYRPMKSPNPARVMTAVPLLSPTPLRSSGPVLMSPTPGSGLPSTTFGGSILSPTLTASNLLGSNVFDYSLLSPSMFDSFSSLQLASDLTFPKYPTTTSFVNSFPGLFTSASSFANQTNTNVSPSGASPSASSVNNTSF
BCLXL inh = inhibitors of human Bcl-xL, primary screen, biochemical, fluorescence polarization, HTS; Bcl-2-like protein 1 (Homo sapiens), Q07817; hit rate 0.7% among 320,000; GST-Bcl-xL / FITC-Bim BH3 peptide fluorescence polarization; inhibition, % at 10.9 µM;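 active means inhibition above the mean of all tested compounds plus 3 SD, cutoff set per campaign, cut at about 30% in these data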;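 further: 0% = DMSO wells and 100% = unlabeled Bim-BH3 peptide competitor; inhibitors lower millipolarization by displacing the labeled peptide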
CR mimetic SO = reduction of superoxide in aged yeast, primary screen, HTS; AID 2690, 2010; hit rate 0.18% among 330,000; S. cerevisiae aged cells, superoxide DHE fluorescence; active compounds read low; superoxide response (% of plate mean), % at 10 µM;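 active means superoxide response under a set limit, about three screen SD below normal, cut at about 65% in these data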;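 further: yeast aged for seven days with compound at 30 °C before DHE staining; 100% = average MFI of all compound-treated wells on the plate with controls excluded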
CIT2-GFP yeast = modulators of CIT2-GFP expression in yeast, primary screen, S. cerevisiae, GFP fusion, multiplex flow cytometry, MLPCN library | S. cerevisiae CIT2-GFP strain, 3 h; 100 means same as DMSO wells | GFP response vs DMSO, % at 10 µM | hit rate 0.065% among 320,000 | AID 2029, 2009;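 active means GFP response relative to DMSO above a set limit, near the screen mean plus 3 SD, cut at about 150% in these data; inconclusive means Fewer than 70 cells measured for a yeast strain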;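 further: ratio of well median GFP fluorescence to mean of DMSO wells on the plate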
MEX-5 binding = MEX-5 zinc finger RNA-binding disruptors – biochemical, C. elegans, fluorescence polarization, MLPCN library, primary screen; Zinc finger protein mex-5 (Caenorhabditis elegans), Q9XUB2; MEX-5/FITC-TCR2 RNA binding; active compounds read low; activity score (negative = inhibition of binding), % at 10 µM; hit rate 0.38% among 300,000;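 active means inhibition past about -25% in most replicates, and total fluorescence under double the plate's negative control median, limit read from the data; inconclusive means replicates evenly split on the limit, or fluorescence at least double controls; inactive means too little inhibition in most replicates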;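 further: 0% = DMSO and -100% = 5 µM competing unlabeled TCR2 RNA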
Target sequence (Q9XUB2 whole entry, looked up): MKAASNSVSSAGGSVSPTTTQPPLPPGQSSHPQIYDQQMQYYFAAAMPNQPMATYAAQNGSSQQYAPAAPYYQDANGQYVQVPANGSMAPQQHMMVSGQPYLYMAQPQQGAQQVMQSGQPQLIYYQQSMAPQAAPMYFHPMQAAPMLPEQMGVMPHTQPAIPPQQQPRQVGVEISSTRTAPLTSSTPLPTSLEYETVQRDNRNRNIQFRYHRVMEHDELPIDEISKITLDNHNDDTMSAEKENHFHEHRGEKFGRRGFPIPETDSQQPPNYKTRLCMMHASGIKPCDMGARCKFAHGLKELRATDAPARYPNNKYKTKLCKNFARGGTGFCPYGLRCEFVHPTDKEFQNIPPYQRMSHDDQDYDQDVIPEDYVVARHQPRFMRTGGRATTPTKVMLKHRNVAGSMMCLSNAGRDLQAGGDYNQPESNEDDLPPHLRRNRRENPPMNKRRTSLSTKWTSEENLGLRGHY
AGP1-GFP MLPCN = modulators of AGP1-GFP expression in yeast TOR pathway, primary screen, cell-based, multiplex flow cytometry, S. cerevisiae, MLPCN library; 3 h; GFP as percent of DMSO wells; GFP response vs DMSO, % at 10 µM; hit rate 0.02% among 320,000; AID 2066, 2009;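 active means GFP response relative to DMSO above a set limit, near screen average plus 3 SD, cut at about 150% in these data; inconclusive means fewer than 70 cells counted for the yeast strain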;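 further: median GFP channel fluorescence of the gated AGP1 strain per well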
GRK2 aptamer HTS = compounds blocking aptamer binding on GRK2 – biochemical, human GRK2, bead flow cytometry, HTS, primary screen; FAM-aptamer displacement from GRK2; inhibition of aptamer binding, % at 10 µM; hit rate 0.59% among 330,000; AID 488847, 2010;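 active means inhibition of aptamer binding above 40%, roughly 3 SD of noise, on plates passing a quality check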;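 further: median bead fluorescence of bound FAM aptamer so fluorescent compounds give negative values; no value below 0 was filed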
MCL1-BIM inh = inhibitors of MCL1 binding to BIM-BH3, primary screen, biochemical, fluorescence polarization. GST-MCL1 / FITC-Bim-BH3 fluorescence polarization. inhibition, % at 10.9 µM. hit rate 0.68% among 320,000;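 active means inhibition above the mean inhibition of all tested compounds plus 3 SD, set per campaign, cut at about 40% in these data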;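 further: 0% = DMSO wells and 100% = unlabeled Bim-BH3 peptide control; higher means more loss of mP so more displacement of Bim peptide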
The depositor's hits bear a star; i = inactive; ? = inconclusive; / = no result given.

SMILES	VLA-4 inh	GLD-1 TGE inh	BCLXL inh	CR mimetic SO	CIT2-GFP yeast	MEX-5 binding	AGP1-GFP MLPCN	GRK2 aptamer HTS	MCL1-BIM inh
COc1ccccc1CC(=O)Nc1cccc(C)n1	-7	-5	4	98	111	-1.0	106	0	7
CCn1c(N2CCN(S(=O)(=O)c3ccc(OC)cc3)CC2)nc2ccccc21	-3	6	8	97	106	0.2	100	1	-1
CC1CC(C)CN(CCCNC(=O)CCNC(=O)Cn2cnc3ccccc3c2=O)C1 (centres undefined)	2	1	4	91	106	-3.6	85	0	0
CC(C)C(=O)Nc1ccc(NC(=O)CCc2ccccc2)cn1	11	5	4	100	101	-0.6	103	0	-2
CCCCOc1ccc(S(N)(=O)=O)cc1	0	12	0	86	94	1.1	98	2	4
CCOC(=O)c1cc(-c2csc(COc3ccccc3Cl)n2)on1	1	2	0	i	87	-0.3	96	0	-1
CCN(CC)S(=O)(=O)c1ccc(C(=O)Nc2ccc3c(c2)OCCO3)cc1	14	-3	-2	91	93	-0.8	95	7	-12
CC1CN(c2ccccc2)CCN1Cc1nc(Cc2ccccc2)no1 (centres undefined)	1	2	1	99	83	-0.4	98	0	-2
Cc1ccccc1OCC(=O)N/N=C/c1ccco1	3	4	-4	90	90	1.7	93	1	1
Cc1csc2nc(CNS(=O)(=O)c3ccc4c(c3)CCCC4)cn12	14	4	-2	87	86	0.0	91	0	2
Cc1ccc(C)n1-c1ncn[nH]1	36	-1	0	89	92	1.5	100	0	0
CCOC(=O)CNC(=O)C1Cc2ccccc2CN1S(=O)(=O)c1cccs1 (centres undefined)	4	3	5	96	77	-1.0	97	0	5
O=C(O)CCN1C(=O)c2ccc(NC(=O)Cc3ccc(Cl)cc3)cc2C1=O	22	4	3	129	87	2.7	98	2	7
CC(CN(C)Cc1nc(Cc2cccc(C(F)(F)F)c2)no1)CN1CCCC1 (centres undefined)	0	0	3	106	97	1.2	96	0	3
COc1ccccc1NC(=O)Cc1nnc(SCC(=O)NC2CCCCC2C)n1C (centres undefined)	-9	-1	6	93	111	1.4	107	0	11
Cc1cc(C)n(CC(=O)NCc2ccccc2)c(=O)c1C#N	7	3	6	99	?	-1.9	?	0	1
CCN1CCc2c(sc(NC(=O)C3CCCCC3)c2C(=O)OC)C1	-4	-6	7	110	113	-0.5	108	2	0
Cc1cc(N)n2nc(-c3ccc(C(C)(C)C)cc3)cc2n1	2	3	-8	110	96	1.2	/	5	-17
O=C(CSc1nc2ncccc2[nH]1)Nc1c(F)cc(F)cc1Br	-1	4	3	100	96	2.2	75	4	-3
CC(=O)c1c(C)c2c(n1CCN(C)C)CCCC2	6	-6	8	99	96	-1.9	95	4	-7
COc1ccc(S(=O)(=O)NCCSCc2ccccc2C)cc1Br	13	6	9	99	104	2.9	95	0	5
Cc1ccc(C(=O)COC(=O)CNS(=O)(=O)c2ccccc2)cc1[N+](=O)[O-]	-4	4	4	99	105	0.9	105	2	2
CCCC(=O)Nc1cccc(Oc2ccc3c(c2)C(=O)NC3=O)c1	7	5	4	113	97	-0.9	95	0	-10
CCc1nn(CC(=O)N2CCC(C(N)=O)CC2)c(=O)c2cc3occc3n12	17	12	1	92	106	-1.8	104	3	-1
Cc1ccc(CN2CCN(Cc3ccccc3)C(CCO)C2)s1 (centres undefined)	-3	6	2	93	95	-2.4	92	0	-4
CN(CC(=O)Nc1ccccc1Cl)C(=O)COC(=O)/C=C/c1cccc(C(F)(F)F)c1	0	2	-2	83	112	/	112	1	2
CCN(CC)CCn1c(=N)n(CC(O)COc2ccccc2)c2ccccc21 (centres undefined)	2	5	4	104	93	0.0	103	1	2
O=C(O)c1nccnc1C(=O)Nc1ccc(Cl)cc1Cl	20	-3	2	102	101	2.3	108	36	3
CSCC[C@H](NC(=O)c1cccc(S(=O)(=O)N2CCCCCC2)c1)c1nc2ccccc2[nH]1	2	-1	/	93	108	/	108	0	/
CC(C)N1CC(C(=O)O)CC1=O (centres undefined)	17	3	-1	114	94	-2.4	97	0	-5
COc1ccc(N2CCOCC2)c(NC(=O)c2cccnc2)c1	2	0	-1	113	114	2.0	106	0	-10
CCCc1nc2sc3c(SCC(=O)NCc4ccco4)ncnc3c2c2c1CCC2	2	5	8	113	96	-1.1	94	5	19
Cc1nn(C)cc1CNC(=O)C1C2CCC(C2)C1C(=O)O (centres undefined)	19	-2	1	105	106	-2.8	95	0	-6
COc1ccccc1NC(=O)Oc1ccc(C(C)=O)cc1	2	1	4	97	99	0.6	102	0	7
CCCC[C@@H]1CNCCN1CCCc1cc(OC)c(OC)c(OC)c1	0	-2	1	102	89	-1.8	82	0	-9
O=C(Cc1ccccc1)NCc1n[nH]c(=S)n1-c1ccccc1	5	3	-5	99	98	0.0	103	4	1
CC(C(=O)Nc1ccc(F)cc1Cl)N(C)CCOc1ccccc1 (centres undefined)	14	6	1	104	107	1.6	100	0	-2
CCOCCCn1c(=NC(=O)c2ccc(OC)c(OC)c2)c(C#N)cc2c(=O)n3cccc(C)c3nc21	-9	5	6	109	100	?	108	0	7
COC(=O)c1cnn(-c2ccc(C)c(C)c2)c1-n1cccc1	3	1	0	91	102	0.7	97	3	-1
CC(C)CCC(C(=O)O)C(C)CC(=O)NC1CCCCC1 (centres undefined)	5	-3	-2	113	101	1.0	103	1	-2

Shown with bars between the fields: three of the compounds above.
molecule | VLA-4 inh | GLD-1 TGE inh | BCLXL inh | CR mimetic SO | CIT2-GFP yeast | MEX-5 binding | AGP1-GFP MLPCN | GRK2 aptamer HTS | MCL1-BIM inh
CCCc1nc2sc3c(SCC(=O)NCc4ccco4)ncnc3c2c2c1CCC2 | 2 | 5 | 8 | 113 | 96 | -1.1 | 94 | 5 | 19
CCN(CC)CCn1c(=N)n(CC(O)COc2ccccc2)c2ccccc21 (centres undefined) | 2 | 5 | 4 | 104 | 93 | 0.0 | 103 | 1 | 2
Cc1ccc(CN2CCN(Cc3ccccc3)C(CCO)C2)s1 (centres undefined) | -3 | 6 | 2 | 93 | 95 | -2.4 | 92 | 0 | -4

Later entries
SMILES	VLA-4 inh	GLD-1 TGE inh	BCLXL inh	CR mimetic SO	CIT2-GFP yeast	MEX-5 binding	AGP1-GFP MLPCN	GRK2 aptamer HTS	MCL1-BIM inh
Cn1c(=O)[nH]c(=O)c2c1nc(SCc1ccccc1Cl)n2CC(N)=O	16	-3	2	87	96	1.1	14	0	0
NC(=O)c1cc2cc(Cc3ccccc3Cl)ccc2oc1=O	-5	1	1	117	86	1.8	99	0	-2
Cc1cc(C)n(CCn2nc(C)cc2C)n1	-1	-2	-3	113	107	1.5	107	0	-9
Cc1ccc(OCC(=O)NNC(=O)c2ccccc2OCc2c(C)noc2C)cc1	-1	8	3	108	115	-0.7	113	1	-1
COc1cccc(N2C(=O)C3C(C2=O)C3(c2ccccc2)c2ccccc2)c1 (centres undefined)	2	-1	2	105	93	1.4	95	2	-5
N#Cc1sc2nc(C3CC3)cc(-c3ccc(Cl)cc3)c2c1N	-9	6	0	98	89	0.8	82	0	1
O=C(NNC1CC(c2ccccc2)=NN1C(=O)c1ccccc1)c1ccccc1 (centres undefined)	-5	6	1	93	106	0.6	110	1	7
CCc1nn(CC(=O)NCCCN2CCOCC2)c(=O)c2cc3cc(F)ccc3n12	-5	-3	-2	117	108	0.6	107	2	-5
O=c1cc2ncc(-c3[nH]ncc3[N+](=O)[O-])cn2[nH]1	0	1	5	101	100	-11	105	1	7
CCN(CC)CCCN(C(=O)c1ccccc1F)c1nc(-c2ccc(OC)cc2)cs1	-2	-9	4	113	102	0.6	106	0	18
Cc1ccc(S(=O)(=O)N2CCCC2)cc1C(=O)Nc1ccc(-n2cnnn2)cc1	0	5	3	100	88	/	89	3	7
CCN(Cc1ccccc1)C(=O)COC(=O)c1cnc(C)cn1	9	4	8	105	92	-2.2	91	1	14
COC(=O)c1ccc(CSc2nnc(Nc3ccc(OC)cc3)s2)o1	6	1	-1	90	99	-2.6	96	2	-3
C[C@@H]1CCC2[C@](C)(CO)[C@@H](O)CC[C@]2(C)[C@@]12CC[C@@](CO)(CC(=O)O)O2 (some centres undefined)	7	-5	1	95	102	-2.9	99	0	8
Cc1nnc2sc(SCC(=O)N3CCC(C)CC3)nn2c1=O	-11	-2	5	102	110	0.9	101	4	6
O=C(NCCC1=CCCCC1)c1ccc(-n2cncn2)cc1	12	-3	2	108	77	/	94	1	1
O=C(CN(Cc1ccco1)C(=O)Cn1nnc(-c2cccs2)n1)NCc1ccccc1	2	3	7	97	101	0.5	94	0	2
CC(C)C(NCC(=O)Nc1ccccc1C(=O)NC1CC1)c1ccccc1 (centres undefined)	3	4	/	96	102	/	103	0	/
CCOc1ncccc1C(=O)Nc1ccc(F)c(Cl)c1	6	6	4	99	100	0.7	102	3	1
O=C(NC1CCCCCC1)C1c2ccccc2C(=O)N1Cc1ccco1 (centres undefined)	4	-3	5	96	93	-0.4	99	0	3
COc1ccc(CNC(=O)C2CCN(C(=O)c3cccc(Cl)c3)CC2)cc1	-3	-2	4	101	104	2.9	102	4	0
CN(C1CCCCC1)S(=O)(=O)c1ccc(=S)[nH]c1	-17	6	8	115	88	/	95	21	14
CCc1nc2cc3sc(CC)nc3cc2s1	-1	3	2	105	98	-4.9	104	0	4
CC(=O)N/C(=C/c1ccc(Cl)cc1)C(=O)NCCc1c[nH]c2ccccc12	21	3	4	98	114	-0.4	104	2	3
Cc1nc2sccn2c1-c1csc(NCc2ccccc2)n1	2	4	1	91	105	-0.1	94	1	2
CCN1C(=O)[C@H]2[C@@H](c3ccc(-c4ccc5c(c4)OCO5)c(OC)c3)N[C@@](C)(C(=O)OC)[C@H]2C1=O	2	4	/	103	109	/	118	0	/
CC1(C)Cc2cccc(C(=O)NC3CCN(Cc4ccccc4)CC3)c2O1	4	0	3	112	98	1.1	100	0	5
C#CCOCCOCCOCCNc1nc(N2CCOCC2)nc(N2CCN(C(=O)[C@H]([C@@H](C)CC)n3cc(CCCCN)nn3)CC2)n1	/	1	7	/	/	1.4	/	/	5
O=[N+]([O-])c1ccc(-n2cccc2/C=N/Nc2nc(N3CCCCC3)nc(N3CCCCC3)n2)cc1	1	-7	6	102	101	-0.9	103	0	3
CNCC/C=C1/c2ccccc2CSc2ccccc21	4	-1	7	96	86	-0.1	94	1	5
CCCn1c(C(C)Nc2nc(-c3ccc(OC)cc3)cs2)nc2ccccc21 (centres undefined)	-7	-1	3	104	88	1.4	86	4	2
CN(C)CCCNC(=S)Nc1ccc(Br)cc1	10	3	3	109	98	0.0	108	0	-4
C#CCOCCOCCOCCNc1nc(N2CCN(C(=O)[C@H](CC(N)=O)n3cc([C@@H](N)CC(N)=O)nn3)CC2)nc(N2CCN(C(=O)[C@H](CC(N)=O)n3cc([C@@H](N)CC(N)=O)nn3)CC2)n1	-7	9	/	120	87	/	91	0	/
O=C(O)CCCC(=O)Nc1cccc(-c2nc3ccccc3[nH]2)c1	7	-2	2	100	107	1.0	111	0	6
